Bioassay records from PubChem BioAssay.
Platelet DG rel: inhibitors of platelet dense granule secretion, primary screen, cell-based, MLPCN, human platelets. AID 1663, 2009. hit rate 0.22% among 300,000. human platelet-rich plasma, SFLLRN dense granule ATP release, luminescence. inhibition, %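 (compounds screened at 7.5 µM in platelet-rich plasma)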;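 active means mean replicate score, as percent of positive control, at or above 50; inconclusive means mean below 50 but at least one replicate at or above 50; inactive means mean and every replicate below 50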
KLF5 inhibitor: KLF5 expression inhibitors, primary screen, DLD-1 cells, luminescence. hit rate 0.23% among 290,000. inhibition, % at 5 µM. DLD-1 KLF5 promoter-luciferase reporter. AID 1700, 2009;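 active means inhibition above a per-plate limit of that plate's mean compound inhibition plus 3 SD, cut at about 60% in these data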;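 further: 0% = DMSO wells and 100% = LY294002 at 200 µM; higher means less KLF5 promoter-driven luciferase light; inactives centre near -14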
aSyn UTR inh: MLPCN primary screen, SNCA 5' untranslated region | inhibition, % (tested at 7.5 µM) | AID 1813, 2009 | alpha-synuclein 5'UTR reporter, inhibitor activity | hit rate 0.82% among 300,000; in the data active means inhibition above about 60%; inconclusive means no clear call, values can overlap the other calls;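 further: H4 neuroglioblastoma cells stably carrying SNCA 5'UTR luciferase fusion; 0% = DMSO wells and 100% = positive control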
HSP90 inh: HSP90 inhibitors, primary screen, cell lysate, luminescence; inhibition, % at 5.6 µM; AID 1789, 2009; Rabbit reticulocyte lysate, luciferase refolding luminescence, 3 h; Heat shock protein HSP 90 (rabbit reticulocyte lysate; luciferase refolding); hit rate 0.91% among 290,000;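 active means inhibition above the screen-wide mean plus 3 SD, computed separately per campaign, cut at about 16% in these data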;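 further: 0% = DMSO wells and 100% = 60 µM geldanamycin wells; inhibitors lower the luminescence because luciferase stays unfolded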
HSF1 activator: HSF-1 activators, primary screen, NIH3T3-HGL cells, MG132 stress, luminescence, single point. AID 504408, 2011. activation, % at 9 µM. NIH3T3-HGL HSF-1 luciferase reporter, 8 h; 100% = twice DMSO control signal. hit rate 1.7% among 300,000;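 active means mean replicate activation of at least 50% with a set share of replicates each reaching 50%; inconclusive means only one of those two conditions met; inactive means mean below 50% and too few replicates reaching it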;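 further: 0% = median of the neutral control wells and 100% = twice that signal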
HSF1 inhib: HSF1 inhibitors in luciferase reporter cells, primary screen, cell-based, NIH3T3, luminescence. hit rate 0.77% among 300,000. activity change, negative = inhibition, % at 7.5 µM (by protocol). NIH3T3-HGL HSE-luciferase, MG132-induced, luminescence 8 h; active compounds read low;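 active means more than half of replicate wells show activity change below -50%, luminescence cut by over half; inconclusive means some wells, but at most half, below -50%; inactive means no replicate well below -50%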;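 further: luciferase reports HSF-1 transcriptional activity via heat shock element; 0% = median of DMSO wells and -100% = zero luminescence signal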
IEC-6 cytotox: cytotoxicity in IEC-6 intestinal epithelial cells, primary screen, cytotoxicity control for KLF5 inhibitor project, cell-based, luminescence; hit rate 0.78% among 290,000; AID 1825, 2009; IEC-6 cytotoxicity, luminescence viability; inhibition, % at 5 µM; in the data active means inhibition above about 22%;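 further: 0% = plate median of test compound wells and 100% = cytotoxic reference compound wells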
HIF act: HIF pathway transcriptional activators, primary screen, cell-based, U2OS HRE-luciferase, luminescence. activation, % at 7.5 µM (by protocol). U2OS HRE-luciferase reporter; normalized: DMSO 0%, desferrioxamine 100%. hit rate 0.32% among 300,000;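 active means mean activation of at least 10% of the iron chelator positive control signal, with at least half of replicates also reaching 10%; inconclusive means mean and replicate majority disagree about reaching 10%; inactive means mean and most replicates under 10%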
HDAC3 inhib: HDAC3 deacetylase inhibitors, primary screen, biochemical, fluorescence, cell-free homogeneous; Histone deacetylase 3 (Homo sapiens), O15379; recombinant HDAC3, fluorogenic peptide/trypsin coupled; inhibition, % at 8.3 µM; hit rate 0.15% among 320,000; AID 2718, 2010; in the data active means inhibition above about 26%, passing the limit was not always enough; inconclusive means no clear call, values can overlap the other calls
Target sequence (O15379 whole entry, looked up): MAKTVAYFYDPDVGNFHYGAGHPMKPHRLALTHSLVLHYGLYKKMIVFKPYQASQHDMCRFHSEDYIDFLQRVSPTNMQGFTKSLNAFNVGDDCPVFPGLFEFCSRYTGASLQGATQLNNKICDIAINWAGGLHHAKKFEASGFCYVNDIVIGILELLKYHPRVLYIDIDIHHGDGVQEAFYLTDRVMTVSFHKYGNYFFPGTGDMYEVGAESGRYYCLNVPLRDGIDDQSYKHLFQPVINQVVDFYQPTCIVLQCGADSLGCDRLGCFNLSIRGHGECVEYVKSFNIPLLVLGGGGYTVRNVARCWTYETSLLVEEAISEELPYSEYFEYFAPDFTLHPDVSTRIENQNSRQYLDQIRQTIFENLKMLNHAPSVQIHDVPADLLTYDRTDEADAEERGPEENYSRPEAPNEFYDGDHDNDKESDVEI
AI-2 QS modul: Vibrio harveyi AI-2 quorum sensing modulators, primary screen, JMH597 strain, luminescence/OD600 ratio; Vibrio harveyi JMH597 AI-2 luminescence/OD600 ratio, 9 h; active compounds read low; strain lacks LuxN and CqsS sensors; 0 = neutral-control median; activity change, % at 7.5 µM; AID 2094, 2009; hit rate 0.4% among 300,000; in the data active means activity change below about -75%, passing the limit was not always enough; inconclusive means no clear call, values can overlap the other calls;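 further: luminescence divided by OD600 gain over 9 h not by final OD600 alone; inactives centre near 13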
An asterisk follows results filed as active; u = inconclusive; x = not tested or not shown.

SMILES | Platelet DG rel | KLF5 inhibitor | aSyn UTR inh | HSP90 inh | HSF1 activator | HSF1 inhib | IEC-6 cytotox | HIF act | HDAC3 inhib | AI-2 QS modul
CNC(=O)CSc1n[nH]c(-c2cc(Cl)ccc2OC)n1 | 2 | -19 | 9 | 1 | 21 | 1 | 8 | 0.3 | 3 | -7
CCC(CC)C(=O)N1CCN(Cc2nc3ccccc3c(=O)[nH]2)CC1 | -3 | -22 | 7 | -4 | 3 | -7 | -3 | -0.5 | -3 | 29
Cn1c(CNC(=O)c2ccccc2F)nnc1SCCOc1ccccc1 | 7 | -20 | 22 | 0 | -1 | -6 | -4 | 0.6 | -4 | 17
CC(C)(CNc1ccc([N+](=O)[O-])cc1C#N)N1CCOCC1 | 4 | 1 | 10 | -4 | -12 | -7 | -2 | 1.2 | 2 | 2
Cn1c(=O)c([N+](=O)[O-])c(NC2CCS(=O)(=O)C2)c2ccccc21 (stereo unspecified) | 5 | -20 | 5 | -2 | -2 | -4 | -8 | -0.3 | 3 | 3
COc1ccc(NC(=O)c2ccco2)c([N+](=O)[O-])c1 | 1 | -132 | -76 | 0 | 23 | 16 | -4 | 1.8 | x | 16
COc1ccccc1N(C)S(=O)(=O)c1ccc(C(=O)NC2=NCCS2)cc1 | 8 | -8 | 21 | 3 | -18 | -2 | -3 | -1.1 | 4 | 4
COc1cccc(CC2(CO)CCCN(CC3=Cc4cc(Cl)ccc4OC3)C2)c1 (stereo unspecified) | -11 | -43 | 4 | 1 | 4 | 10 | -8 | -0.4 | 11 | 20
O=C(Nc1ccc(CN2CCOCC2)cc1)c1cc(Br)ccc1Cl | -2 | -78 | 0 | -5 | -11 | 6 | -1 | 0.3 | 4 | 11
Cc1nc(CCNC(=O)CC2C(=O)NCCN2Cc2ccccc2F)sc1C (stereo unspecified) | 12 | -1 | -1 | 0 | -3 | -1 | -1 | -0.1 | x | 10
CC1(C)N(OCc2ccccc2)C(=O)C(=O)N(OCc2ccccc2)C1(C)C | 7 | -33 | 23 | -7 | 10 | -1 | -2 | -0.4 | 10 | 30
COc1ccc(N=C2S/C(=C\c3ccco3)C(=O)N2CC(C)C)cc1 | -1 | -8 | 2 | -6 | 0 | 2 | -6 | -0.1 | 2 | 14
CCOC(=O)C(C)N1C(=O)S/C(=C\c2ccc(-c3ccccc3C(=O)O)o2)C1=O (stereo unspecified) | -2 | -14 | -5 | -6 | -19 | -2 | 3 | -0.4 | 1 | 19
Cc1ccc(C)c(NC(=O)C(Sc2ncnc3ccccc23)c2ccccc2)c1 (stereo unspecified) | -6 | -10 | -57 | 1 | 8 | 9 | -3 | -0.8 | x | 22
Cn1ncc(C#N)c1/N=C/N1CCOCC1 | -4 | 8 | 14 | -1 | -10 | 0 | 2 | -0.1 | -5 | x
Cn1c(=O)c2c(nc(SCC(=O)NCC3CCCO3)n2Cc2ccc(F)cc2)n(C)c1=O (stereo unspecified) | -6 | -18 | 10 | 0 | 0 | -3 | -3 | -0.1 | 8 | 31
Cc1cc(C)nc(SCc2c(F)cccc2Cl)n1 | 14 | -31 | 6 | 5 | -4 | 1 | 1 | 0.7 | 9 | 14
COc1ccccc1NS(=O)(=O)c1cccc(NC(=O)c2nc3nc(C)cc(C)n3n2)c1 | -3 | -8 | 17 | 1 | 7 | -4 | 1 | -0.3 | 5 | 16
Oc1c(N=NC(=S)Nc2ccccc2F)c2ccccc2n1Cc1ccccc1F | -7 | -6 | 87* | 0 | -9 | -1 | 0 | -0.8 | -1 | 5
CN(CCOc1ccccc1)C(=O)CCc1c[nH]c2ccccc12 | 3 | -25 | 1 | 0 | 10 | 12 | -4 | 0.5 | 5 | 24
CCC(c1nnnn1Cc1ccco1)N(Cc1ccccc1OC)Cc1cc2cc(C)ccc2[nH]c1=O (stereo unspecified) | 4 | -11 | 11 | 0 | 89* | 88 | 1 | 0.1 | 15 | 32
CC(=O)Nc1cc(C(=O)OC(C(=O)c2ccccc2)c2ccccc2)ccc1C (stereo unspecified) | -10 | -18 | 14 | 1 | 5 | 6 | 1 | -0.4 | 9 | 20
O=C(NCc1cccs1)C1CCCN(c2ncccn2)C1 (stereo unspecified) | -1 | -6 | -13 | 3 | 14 | -4 | 3 | 0.8 | 6 | 3
CCCCn1c(=O)c(Cc2ccccc2)c(O)c2ccccc21 | 8 | -17 | 21 | 4 | 2 | -2 | 0 | 0.0 | 0 | 35
C=CCOc1ccc(C2=NOC(C(=O)Nc3ccc4c(c3)OCCO4)C2)cc1OC (stereo unspecified) | 24 | -14 | 22 | 7 | -5 | -10 | 5 | -0.7 | -2 | 7
Cc1ccc(-c2nc(CSc3nc4ccccc4c(=O)n3CCO)cs2)cc1 | -10 | -36 | -3 | -2 | 8 | 4 | 20 | 0.0 | -9 | 10
Cc1ccc2sc(NC(=O)c3cccc(N4C(=O)CCC4=O)c3)nc2c1C | -10 | -33 | -10 | -2 | 14 | 9 | 4 | 1.2 | -2 | 3
COc1ccc(N2C(=O)CC(N3CCC(O)(c4ccc(Br)cc4)CC3)C2=O)cc1 (stereo unspecified) | 8 | -35 | 17 | 3 | 4 | -11 | 8 | -0.2 | 5 | 33
COCCCn1c(SCC(=O)NC2CCCCC2)nc2ccccc2c1=O | 4 | -5 | -14 | -1 | -11 | 3 | -4 | -2.0 | 0 | 21
O=C(CCNC(=O)c1ccccc1Cl)NCCc1ccc(Cl)cc1 | 0 | -28 | -7 | 0 | 17 | 5 | -4 | 1.6 | 3 | 13
Cc1ccc(-c2cc(C(=O)Nc3cc(C)on3)c3ccccc3n2)c(C)c1 | 2 | 7 | -12 | 4 | 31 | 9 | 11 | -0.6 | 12 | 24
CN(C)CCN(C(=O)c1ccc(S(=O)(=O)N(C)c2ccccc2)cc1)c1nc2cc3c(cc2s1)OCO3 | 7 | -19 | -11 | 0 | 20 | 3 | 4 | 1.1 | 4 | 3
O=C(CSc1ccc(-c2ccco2)nn1)Nc1ccc(F)cc1 | -4 | -24 | -13 | -3 | 7 | 6 | -6 | -0.1 | 1 | 10
Cc1c(F)cccc1NS(=O)(=O)c1ccc2c(c1)c(=O)n(C)c(=O)n2C | 2 | -25 | 27 | -1 | 12 | 4 | 3 | -0.4 | 3 | 18
CC(Oc1ccccc1)C(=O)N=C1SC2CS(=O)(=O)CC2N1Cc1ccc(F)cc1 (stereo unspecified) | -9 | -24 | -15 | -1 | -11 | -1 | -3 | 0.2 | -3 | 12
Cc1cc(C(=O)O)ccc1-c1ccc(/C=C2\NC(=O)N(Cc3ccccc3Cl)C2=O)o1 | 5 | -27 | 10 | 2 | -1 | -3 | -2 | -2.0 | -15 | 14
Cc1ccccc1C(=O)Nc1ccccc1-c1nnn(CC(=O)Nc2ccc3c(c2)OCCO3)n1 | -1 | -4 | -12 | -2 | -5 | 2 | -1 | -0.8 | -16 | 15
CCOC(=O)C1CCCN(S(=O)(=O)c2ccc3c(c2)CC(C)N3C(=O)C2CC2)C1 (stereo unspecified) | 1 | -9 | -19 | -4 | -9 | 0 | 8 | 0.2 | 1 | 21
CCCCCN(C(=O)CCC(=O)OCCOc1ccccc1)c1c(N)n(CCCC)c(=O)[nH]c1=O | 11 | x | 5 | x | 5 | 1 | x | 1.0 | 3 | 8
CCSc1ccccc1C(=O)NCCCn1ccnc1 | -2 | -6 | -13 | 1 | 14 | 4 | 1 | 0.1 | 2 | 6
COc1ccccc1-n1c(CNC(=O)c2ccco2)nnc1SCC(=O)Nc1cc(C)ccc1C | x | -10 | x | 3 | x | x | 1 | x | -1 | x
Cc1ccc(S(=O)(=O)NCC(=O)NCC2CCCCC2)cc1C | -3 | -9 | 7 | -1 | 10 | 0 | -7 | 0.4 | 4 | x
CC(=O)Nc1ccc(NC(=S)NC(=O)C2CCCC2)cc1 | -20 | -62 | -25 | 7 | 24 | 10 | -3 | 1.2 | -2 | -13
Cc1cccc(NC(=O)Nc2cccc(C)n2)n1 | -3 | -52 | -95 | 1 | 20 | 3 | 3 | 1.9 | -4 | -1
COc1ccc(Cl)cc1NC(=O)CN(C)CC(=O)NC(C)c1ccccc1 (stereo unspecified) | 3 | -3 | 14 | 2 | 6 | -5 | 3 | -1.0 | 5 | 20
COc1ccc(C(=O)NC(=S)NCc2cccnc2)cc1Cl | -3 | -32 | -5 | -3 | 5 | -1 | 10 | 0.2 | -1 | 22
Cc1nn(C)cc1CNC(=O)Nc1cccc(Cl)c1 | 1 | -76 | -169 | 4 | 32 | 21 | 4 | -11 | u | 18
Cc1ccc(-c2cc(C(=O)OCC(=O)N(C)C3CCS(=O)(=O)C3)c3ccccc3n2)o1 (stereo unspecified) | 3 | -13 | -34 | 4 | 13 | 6 | -2 | 0.7 | -8 | 30
Cc1cc(SCC(=O)NCCN2C(=O)CSC2=O)nc2ccccc12 | 1 | 20 | -75 | 5 | -11 | 4 | 13 | -0.2 | 3 | 20
CCOC(=O)C1CCN(C/C=C/c2ccccc2)CC1 | -7 | -24 | 0 | -4 | -21 | -5 | -1 | -1.7 | 9 | 18
COc1cnn(-c2ccc(F)cc2)c(=O)c1Br | -6 | 12 | -25 | -1 | -2 | -2 | 2 | -0.5 | 3 | 9
CCOC(=O)c1nn(-c2ccccc2)c(=O)cc1SC(C)C | -1 | -23 | 19 | -5 | -1 | -2 | -8 | -0.7 | -5 | 16
Nc1ccc(/C=C/C(=O)c2ccco2)cc1 | 7 | -34 | -43 | -1 | -3 | 0 | -1 | 0.9 | 7 | 17
CCc1ccc(N(CC)C(=O)c2cn(C)c(=O)c3ccccc23)cc1 | -2 | -20 | 12 | -4 | 0 | -4 | -2 | -14 | -7 | 11
Cn1c(=O)oc2cc(S(=O)(=O)NCCC(=O)NC3CCCc4ccccc43)ccc21 (stereo unspecified) | -2 | -8 | 14 | -2 | 3 | -1 | -2 | -0.2 | 1 | 11
CN(C)/C=C(\C#N)C(=O)c1cccnc1Oc1cccc(F)c1 | 4 | -16 | 13 | -1 | 3 | 2 | -2 | -0.2 | 5 | 9

In the list so far, these have a COOH group:
SMILES | Platelet DG rel | KLF5 inhibitor | aSyn UTR inh | HSP90 inh | HSF1 activator | HSF1 inhib | IEC-6 cytotox | HIF act | HDAC3 inhib | AI-2 QS modul
CCOC(=O)C(C)N1C(=O)S/C(=C\c2ccc(-c3ccccc3C(=O)O)o2)C1=O (stereo unspecified) | -2 | -14 | -5 | -6 | -19 | -2 | 3 | -0.4 | 1 | 19
Cc1cc(C(=O)O)ccc1-c1ccc(/C=C2\NC(=O)N(Cc3ccccc3Cl)C2=O)o1 | 5 | -27 | 10 | 2 | -1 | -3 | -2 | -2.0 | -15 | 14
